BoNT F protease = BoNT F light chain protease inhibition; AID 588497; inhibition, % at 10 µM; actives 0.22% (n = 360,000); Multiplex microsphere protease cleavage assay, flow cytometry; in the data active means inhibition above about 35%, passing the limit was not always enough; inconclusive means no clear call, values can overlap the other calls; further: plate controls were buffer without enzyme for full effect and enzyme alone for no effect
MazEF act = MazEF (E. coli) toxin RNase activation | P0AE70 | FAM/BHQ RNA-DNA oligo cleavage fluorescence, 5 h | activation, % at 20 µM | actives 0.32% (n = 350,000); in the data active means activation above about 50%
Target sequence (P0AE70 whole entry, looked up): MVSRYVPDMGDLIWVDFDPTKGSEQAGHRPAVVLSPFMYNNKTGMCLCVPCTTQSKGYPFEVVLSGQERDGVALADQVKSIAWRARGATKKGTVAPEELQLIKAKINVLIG
Rv3671c inh = Rv3671c (M. tuberculosis) protease inhibition; inhibition, % at 5.96 µM; actives 0.048% (n = 320,000); P9WHR9; in the data active means inhibition above about 38%;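 further: extracellular domain of Rv3671c used as enzyme; 0% = enzyme with DMSO and 100% = no enzyme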
Target sequence (P9WHR9 whole entry, looked up, the tested form may be a part): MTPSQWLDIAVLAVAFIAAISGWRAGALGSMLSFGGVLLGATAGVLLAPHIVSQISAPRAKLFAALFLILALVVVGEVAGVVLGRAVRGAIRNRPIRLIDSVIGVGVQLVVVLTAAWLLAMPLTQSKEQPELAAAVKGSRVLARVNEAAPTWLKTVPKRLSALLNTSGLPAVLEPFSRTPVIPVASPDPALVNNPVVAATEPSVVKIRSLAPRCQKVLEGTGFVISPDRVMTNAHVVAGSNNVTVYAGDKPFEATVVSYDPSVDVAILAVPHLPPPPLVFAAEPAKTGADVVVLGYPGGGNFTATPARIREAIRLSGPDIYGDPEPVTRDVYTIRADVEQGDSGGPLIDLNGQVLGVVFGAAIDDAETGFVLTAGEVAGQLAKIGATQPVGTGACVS
Mtb UGM inh = blocks M. tuberculosis UGM enzyme; P9WIQ1; purified UGM, fluorescence polarization probe displacement; inhibition, % at 10 µM; actives 0.06% (n = 320,000); AID 504406; in the data active means inhibition above about 10%, passing the limit was not always enough; inconclusive means no clear call, values can overlap the other calls
Target sequence (P9WIQ1 whole entry, looked up): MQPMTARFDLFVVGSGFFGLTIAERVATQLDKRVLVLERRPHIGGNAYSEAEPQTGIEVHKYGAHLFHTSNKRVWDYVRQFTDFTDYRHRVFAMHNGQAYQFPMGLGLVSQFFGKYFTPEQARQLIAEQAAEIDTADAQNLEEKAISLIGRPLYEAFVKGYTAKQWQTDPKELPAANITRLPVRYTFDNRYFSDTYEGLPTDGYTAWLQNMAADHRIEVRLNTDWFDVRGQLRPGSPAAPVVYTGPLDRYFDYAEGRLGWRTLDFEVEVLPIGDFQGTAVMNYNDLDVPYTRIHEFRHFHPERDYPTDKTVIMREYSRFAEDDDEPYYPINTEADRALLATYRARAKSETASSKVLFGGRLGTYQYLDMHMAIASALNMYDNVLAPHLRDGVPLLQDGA
GDH-TPI inh = counter-screen for M. tuberculosis FBA inhibitors: GDH-TPI coupled enzymes. GDH-TPI coupled enzyme counterscreen, NADH absorbance. inhibition, % at 4.8 µM. actives 1.2% (n = 360,000). AID 588335; in the data active means inhibition above about 30%;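 further: 0% = DMSO wells and 100% = wells lacking the enzyme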
Mtb FBA inh = Mtb fructose-bisphosphate aldolase inhibition. actives 2.3% (n = 360,000). P9WQA3. inhibition, % at 1 µM. AID 588726. purified M. tuberculosis FBA, fluorescence read-out; in the data active means inhibition above about 27%;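 further: 0% = vehicle and 100% = reference inhibitor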
FadD28 FP inh = blocks FadD28 binding to the bisubstrate probe; fluorescence polarization; inhibition, % at 12.5 µM; actives 0.22% (n = 360,000); AID 588549; in the data active means inhibition above about 8.5%, passing the limit was not always enough; inconclusive means no clear call, values can overlap the other calls
Mtb BioA inh = inhibitors of Mycobacterium tuberculosis BioA enzyme; purified M. tuberculosis BioA enzyme, plate reader; inhibition, % at 9.99 µM; AID 602481; actives 0.096% (n = 360,000); in the data active means inhibition above about 40%; inconclusive means no clear call, values can overlap the other calls
PrPC TRFRET = cell surface PrPC inhibition, primary TR-FRET screen; P04156; TR-FRET read-out; inhibition, % at 13.8 µM; actives 0.43% (n = 370,000); AID 720596; in the data active means inhibition above about 24%; further: 0% = median of the test wells and 100% = reference compound wells
Numbers without * were called inactive; ? = inconclusive; . = not tested or not shown; + = active, no number.

SMILES	BoNT F protease	MazEF act	Rv3671c inh	Mtb UGM inh	GDH-TPI inh	Mtb FBA inh	FadD28 FP inh	Mtb BioA inh	PrPC TRFRET
Cc1[nH]c2ccccc2c1C(=O)COC(=O)C1CCC1	-1.7	5.6	-6.9	-0.6	9.3	-2.7	-1.8	0.3	0.8
Nc1c(C(=O)C2CC2)sc2nc(-c3ccccc3)cc(C(F)(F)F)c12	9.8	+	-5.8	6.7	21.9	-0.2	1.2	-3.5	-0.7
CCNc1nc(NCC)n2c(SCC(=O)Nc3ccc(C)c(C)c3)nnc2n1	36.8*	0.0	-8.7	.	5.9	-0.3	0.7	-1.1	-0.2
Nc1ccccc1Nc1ccccc1	-24.0	3.6	7.2	0.7	1.7	9.8	2.0	.	-3.4
CC1(Cc2ccc(Cl)cc2)C(=O)Nc2ccc(S(=O)(=O)NC3CCCCC3)cc21 (stereo not given)	0.0	.	.	.	8.0	-1.9	-2.6	-0.9	11.2
Cc1ccc(C(C)C)c(O)c1C(=O)O	-1.9	-14.3	.	.	3.6	7.2	-3.6	0.0	7.6
COc1cc(O)c(C(CC(=O)N2CCOCC2)c2ccc(N(C)C)cc2)c(OC)c1 (stereo not given)	-6.4	8.5	-4.4	1.0	-1.7	-1.7	1.2	0.2	4.8
O=C(/C=C/[C@H]1O[C@@H](n2cnc3c(NC(=O)c4ccccc4)ncnc32)[C@H](O)[C@@H]1O)NCC1CCCCC1	-8.6	.	.	.	.	1.6	-3.1	0.6	-8.7
CCOCC(=O)Nc1c(C(=O)Nc2ccc3c(c2)OCO3)oc2ccccc12	-1.0	-14.0	6.3	-0.1	18.7	0.9	-2.5	1.6	-8.0
O=C(CCCn1c(SCC(=O)c2ccc(F)cc2)nc2ccccc2c1=O)NCc1ccco1	-3.4	-33.6	0.0	0.4	7.3	2.2	-0.4	-2.6	4.3
O=C(NCc1ccccc1)c1cc[n+](CC(=O)c2cccs2)cc1	-34.3	0.3	-1.6	-1.5	-0.8	1.2	-3.6	9.0	-21.2
O=c1cc(N2CCCCC2)c(-c2ccccc2)nn1Cc1cccc(F)c1	0.0	-2.7	-1.5	1.0	10.7	-0.6	-2.9	.	-0.8
CCc1ccc(/C=C2\SC(N3CCCC3)=NC2=O)cc1	-1.7	2.8	-3.1	2.9	25.1	-2.2	-0.6	.	-19.6
CCOC(=O)C1(c2ccccc2)CCN(CC(=O)Nc2cccc3ccccc23)CC1	-9.1	-1.5	-1.2	0.6	1.1	-0.5	-2.0	.	-4.3
Cc1ccc(-n2c(Cc3cccs3)nnc2SCC(=O)Nc2ccc(S(N)(=O)=O)cc2)cc1	3.0	0.6	-0.3	-3.2	6.4	-3.2	-1.9	1.8	-2.0

Continued, starting with the last 2 of the part before.
SMILES	BoNT F protease	MazEF act	Rv3671c inh	Mtb UGM inh	GDH-TPI inh	Mtb FBA inh	FadD28 FP inh	Mtb BioA inh	PrPC TRFRET
CCOC(=O)C1(c2ccccc2)CCN(CC(=O)Nc2cccc3ccccc23)CC1	-9.1	-1.5	-1.2	0.6	1.1	-0.5	-2.0	.	-4.3
Cc1ccc(-n2c(Cc3cccs3)nnc2SCC(=O)Nc2ccc(S(N)(=O)=O)cc2)cc1	3.0	0.6	-0.3	-3.2	6.4	-3.2	-1.9	1.8	-2.0
CCN(CC)S(=O)(=O)c1ccc(C)c(NC(=O)COC(=O)CCC(=O)c2cccs2)c1	1.9	4.0	-4.0	3.2	-5.1	0.5	-2.0	0.7	5.2
CN(C)/C=C/C(=O)c1cnc(-c2ccccn2)s1	-2.0	8.9	0.8	1.5	11.8	1.1	1.1	.	-3.6
CCOc1ccccc1NC(=O)c1ccc(CN2CCc3ccccc3C2)cc1	?	-8.1	0.9	-0.7	-4.6	-3.6	-4.5	-0.5	5.3
CC(C)=C(NC(=O)c1ccccc1)C(=O)NCCCC(=O)O	-0.9	2.3	1.6	0.9	1.6	1.1	0.4	0.0	-0.2
COc1ccc(S(=O)(=O)N2CCCCC2)cc1C(=O)N1CCCCCC1	-0.4	5.2	-1.9	-2.3	-4.1	0.0	-2.9	-0.8	5.5
COc1ccccc1OCCNC(=O)c1ccc2c(c1)CCC2	-3.4	-0.5	-2.4	-0.4	-6.8	-0.9	-1.6	2.3	-1.5
O=C1CCCCN1CCC(=O)N1CCCC(N2CCN(c3ccccc3)CC2)C1 (stereo not given)	2.7	16.1	2.3	1.7	-1.7	0.5	-4.5	-1.1	5.0
O=C(CCN1C(=O)/C(=C/c2ccccc2)SC1=S)Nc1cccnc1	-0.9	15.5	2.4	2.3	17.2	0.2	.	-1.0	-8.3
O=C(CCCn1c(=S)[nH]c2cc3c(cc2c1=O)OCO3)NCc1ccccc1Cl	-5.4	28.0	-4.1	-1.1	3.9	0.9	-4.2	-2.6	-0.1
CCOc1ccc(N=C(C)c2ccccc2O)cc1	4.2	-0.4	-5.0	-0.6	23.5	2.8	2.1	-1.7	4.5
COc1ccccc1/C=C/C=N/N1CCN(Cc2cccc3ccccc23)CC1	6.4	-6.8	-2.4	-1.6	7.7	3.2	-3.2	1.1	-1.5
Cc1cc(NS(=O)(=O)c2ccc(NC(=O)CNS(=O)(=O)c3ccccc3)cc2)nc(C)n1	-3.7	9.4	-0.4	1.0	-0.9	0.1	-1.6	-0.9	-10.7
CCN(CC)S(=O)(=O)c1ccc2[nH]cc(C(=O)NC3CC3)c(=O)c2c1	?	8.3	-6.1	-0.4	1.8	4.4	-5.4	.	-1.9
O=C(COc1cccc(C(F)(F)F)c1)Nc1cccc(S(=O)(=O)NC2=NCCCCC2)c1	-5.9	0.0	.	.	-2.5	17.8	-2.5	1.1	14.4
CSc1ccc(CCNS(=O)(=O)c2csc(C(N)=O)c2)cc1	3.9	7.4	-5.4	0.7	-13.4	-0.2	-9.9	-1.9	-4.0
Clc1ccc(OCCn2ccnc2)c(Br)c1	6.0	-7.1	8.5	-0.7	-0.8	5.5	-1.3	0.5	-3.1
COc1ccc(OCC(=O)Nc2ccccc2O)cc1	-7.0	-0.9	-3.6	0.1	3.4	0.2	-1.5	-0.5	.
CCN(C(=O)c1cccc(F)c1)c1ccccc1C	1.3	3.9	-4.4	-3.0	-3.2	1.6	-3.6	-1.5	-0.6
Cc1cc(C)cc(OCC(=O)OCC(=O)NC2CC2)c1	-3.2	7.3	6.2	-2.7	-0.4	-1.6	-2.3	-0.7	1.4
COC(=O)C1CC(=O)N(CCc2c[nH]c3ccccc23)C1 (stereo not given)	-17.0	0.2	2.1	5.3	-1.5	0.7	-1.7	-1.1	1.1
O=C(CN1C(=O)NC2(CCCCC2)C1=O)Nc1ccccc1Cl	-3.6	12.2	-7.6	0.0	4.9	-0.2	1.7	.	0.2
CCCCOC(=O)Nc1ccc(C(C)C)cc1	3.6	-2.6	0.2	1.5	4.3	1.7	0.4	-0.8	0.1
COc1cc(OC)cc(C(=O)Nc2nc3ccccc3[nH]2)c1	-3.4	1.7	6.8	-2.0	3.1	-2.9	-2.2	.	0.1
N#Cc1ccccc1OCC(=O)Nc1nc(-c2ccccn2)cs1	-4.3	2.6	.	.	-0.9	-1.6	-1.4	1.7	22.8
Cc1cccc(C(O)c2ncc(-c3ccc(Cl)cc3)[nH]2)c1C (stereo not given)	-3.1	.	.	.	1.8	-2.6	0.6	-0.2	3.2
Cc1ccc(Oc2nsnc2N2CCOCC2)cc1	-6.1	8.4	-0.8	3.4	-7.7	0.4	-4.3	.	1.0
Cc1nc(=O)c(-c2ccccc2)c(C)n1CCCO	-4.2	5.1	-7.6	0.1	1.9	3.9	1.3	0.6	1.6
CCc1ccc(N(CC(=O)Nc2sc3c(c2C(=O)OC)CCCC3)S(C)(=O)=O)cc1	10.2	0.1	9.3	.	-0.7	-0.9	-5.0	0.6	0.3
Cc1cc2ccccc2c(=O)n1CC(=O)NCCC1=CCCCC1	-1.8	-1.0	-1.0	0.3	3.7	7.6	-3.4	-1.9	0.8
Cc1c(CC(=O)O)c(=O)oc2cc3occ(-c4ccc(F)cc4)c3cc12	-8.8	-1.7	1.5	-4.0	10.0	4.4	-0.3	-0.5	-6.3
COc1ccc(CNC(=O)c2cccc3c(-c4ccc(F)c(F)c4)coc23)cc1OC	-1.1	.	.	.	0.9	-2.0	-8.4	1.4	.
C[C@H](NC(=O)C1CCN(S(=O)(=O)c2ccccc2)CC1)C(=O)NCc1cccc(C(F)(F)F)c1	-0.5	-1.7	6.2	0.3	-2.7	2.2	-3.9	-0.3	-0.1
COc1ccccc1CNC(=O)C(C)Sc1ccc(C)cc1 (stereo not given)	-3.4	3.6	8.8	3.4	-4.4	-0.7	-0.9	0.0	-5.8
CCN(Cc1ccc(O)cc1)CC1CCCN(CCc2cccc(F)c2)C1 (stereo not given)	-6.2	11.0	6.8	-0.1	1.5	-0.3	-1.4	-0.3	-7.7
CC(=O)c1cccc(-c2ccnc3c2CC(C(=O)Nc2cccc(NS(C)(=O)=O)c2)O3)c1 (stereo not given)	-7.0	.	.	.	1.8	-0.9	-5.5	1.6	-2.7
O=C(O)c1ccc(-c2ccc(/C=C3\NC(=O)N(Cc4ccc(Cl)cc4)C3=O)o2)cc1	-5.7	-31.8	.	.	10.1	6.2	-1.1	-1.8	-6.2
COc1cccc(NC(=O)c2cc(-c3ccc(C)o3)nc3ccccc23)c1	-0.9	-3.5	-16.5	0.4	-1.1	7.1	0.3	-0.6	-1.6
CCCCOC(=O)C1CN(c2ccccc2)N=C1C(C)=O (stereo not given)	2.0	-3.7	5.4	-0.4	18.3	11.5	0.7	.	-2.6
Cn1c(=O)[nH]c(=O)c2c1nc(CN1CCOCC1)n2CCc1ccccc1	-1.9	8.7	2.2	-3.9	1.1	1.4	-1.6	1.4	-6.3
O=C(CN1CCOCC1)Nc1cccc(Br)c1	-1.2	-4.8	0.4	1.2	-8.9	-0.1	-3.0	.	1.7
COCCn1nnnc1C(C(C)C)N1CCSCC1 (stereo not given)	-8.1	4.1	-3.5	0.5	-7.3	-2.2	0.3	0.8	-1.3
O=C(NCc1ccc(F)cc1)C1CCCN1C(=O)Nc1cccc(F)c1 (stereo not given)	.	-0.1	-5.8	-1.4	7.1	0.5	0.4	1.3	6.5
CC(OC(=O)c1cc(=O)c2ccccc2o1)C(=O)Nc1ccc(N(C)C)cc1 (stereo not given)	0.2	1.2	-0.6	.	2.1	3.6	0.7	-1.4	-0.7
CC(C)C(NC(=O)c1ccc(Cl)cc1Cl)C(=O)NCCc1ccccn1 (stereo not given)	.	-0.9	.	.	-1.4	-1.9	-4.2	-0.1	-8.7
CCCNC(=O)C1(C)CCN(C(=O)C(c2ccccc2)c2ccccc2)C1 (stereo not given)	3.4	.	.	.	-0.9	-1.8	-0.4	8.8	-5.5
Cc1cc(C)n2nc(-c3cnn(C)c3C(F)(F)F)c(Cl)c2n1	0.4	5.9	1.1	1.2	1.6	4.6	-3.4	-0.3	-1.6
Cc1cccc(C(=O)N[C@H](C(=O)NCc2cccs2)C(C)C)c1	.	3.7	8.5	-2.0	-3.9	0.8	-2.5	-1.1	5.2
CCCCn1c(SCC(=O)NC2CCS(=O)(=O)C2)nc2ccccc2c1=O (stereo not given)	2.0	6.9	8.4	-0.7	0.0	0.1	-2.4	-0.8	5.3
COc1cccc(NC(=O)CNC(=O)N2CC(=O)Nc3ccccc32)c1	4.4	-6.6	-3.7	-1.9	7.8	4.5	-0.1	0.4	1.7
N#CC(C#N)=c1ccc2c(c1)N1C(c3ccccc3)=CC(c3ccccc3)C3CCCCC31N=2 (stereo not given)	.	13.9	1.1	0.8	11.1	6.6	0.5	-2.1	6.7
CCOC(=O)c1c(C)[nH]c(C(=O)N2CCN(CC)CC2)c1C	-10.2	-12.8	2.9	1.1	1.1	-0.2	-0.3	-2.2	2.1
O=C(c1ccncc1)N1CCN(c2ccc3ccccc3n2)CC1	-3.9	9.4	1.2	-3.2	-4.3	8.9	-4.4	.	3.6

Ordered by formula weight (rising): part of the list above.
SMILES	BoNT F protease	MazEF act	Rv3671c inh	Mtb UGM inh	GDH-TPI inh	Mtb FBA inh	FadD28 FP inh	Mtb BioA inh	PrPC TRFRET
O=C(c1ccncc1)N1CCN(c2ccc3ccccc3n2)CC1	-3.9	9.4	1.2	-3.2	-4.3	8.9	-4.4	.	3.6
Cc1cc(C)n2nc(-c3cnn(C)c3C(F)(F)F)c(Cl)c2n1	0.4	5.9	1.1	1.2	1.6	4.6	-3.4	-0.3	-1.6
COc1cccc(NC(=O)CNC(=O)N2CC(=O)Nc3ccccc32)c1	4.4	-6.6	-3.7	-1.9	7.8	4.5	-0.1	0.4	1.7

Compounds as they come; about 4.8% have a hit in one of these screens.
